From PubChem BioAssay
ABHD4 inh – ABHD4 inhibitors, primary screen, biochemical, fluorescence polarization, mouse | 0.54% of 370,000 active | AID 720543, 2013 | inhibition, % at 8.92 µM | purified mABHD4, FP-Rh probe fluorescence polarization;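 active means inhibition exceeding the mean over every tested compound plus 3 SD, cut at about 30% in these data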;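 further: 0% = plate median of compound wells and 100% = S159A mutant with DMSO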
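System: mouse ABHD4 enzyme, wild type / Medium: HEPES pH 7.0, NaCl, Pluronic buffer / Reagent: FP-Rh activity-based fluorescent probe / Control set: S159A mutant high control, sample median low control / Detection: fluorescence polarization with parallel and perpendicular emission, 525/598 nm / Schedule: 45 min + 60 min at 25 °C / Compound dosing: 8.92 µM, single dose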
PG9 binder – binders of HIV-1 gp120 antibody PG9, primary screen, biochemical, TR-FRET. inhibition, % at 6.7 µM. TR-FRET gp120-PG9 antibody binding. AID 624416, 2012. HIV-1 gp120 / PG9 antibody interaction. 0.43% of 360,000 active; in the data active means inhibition above about 8.5%
Rev-erbA mod – modulators of Rev-erb alpha DNA binding, primary screen, biochemical, FITC-DNA, fluorescence polarization, uHTS. Nuclear receptor subfamily 1 group D member 1 (Homo sapiens), P20393. Rev-erbα–FITC-DNA binding, 90 min. activity, % at 10 µM. 0.79% of 370,000 active;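 active means activity above about 14%, limit read from the data; passing the limit was not always enough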;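 further: 0% = DMSO wells with 35 nM protein and 100% = DMSO wells with 750 nM protein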
TCR-CD3 inh – inhibitors of human TCR-CD3 interaction, primary screen, biochemical, fluorescence, TAMRA-labeled TCR probe | T-cell receptor (TCR) | inhibition, % at 9.4 µM | 0.37% of 360,000 active; in the data active means inhibition above about 19%;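 further: recombinant mutant TCR 2C K166C tagged with TAMRA read by polarization; 0% = receptor in buffer alone and 100% = receptor with positive control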
LEDGF integ inh – blockers of LEDGF/p75-dependent integrase strand transfer – biochemical, TR-FRET, high throughput, primary screen; inhibition, % at 3.7 µM; TR-FRET IN-LEDGF/p75 DNA integration, Eu/Cy5; 0.64% of 370,000 active; AID 743269, 2014; HIV-1 integrase (with human LEDGF/p75);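 active means inhibition above the screen-wide mean plus 3 SD, cut at about 13% in these data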;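 further: signal is the Cy5 over europium emission ratio at 671 and 618 nm; 0% = plate median of compound wells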
SIAE primary – human SIAE inhibitors, primary screen, biochemical, fluorescence polarization, FP-Rh probe, 1536-well HTS. Sialate O-acetylesterase (Homo sapiens), Q9HAT2. SIAE FP-Rh probe binding. inhibition, % at 9.66 µM. 0.69% of 370,000 active;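 active means inhibition above a cutoff: mean of compounds within the control limits plus 3 SD of those, cut at about 17% in these data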;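 further: 0% = plate median of compound wells and 100% = probe without SIAE protein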
Target sequence (Q9HAT2 whole entry, looked up): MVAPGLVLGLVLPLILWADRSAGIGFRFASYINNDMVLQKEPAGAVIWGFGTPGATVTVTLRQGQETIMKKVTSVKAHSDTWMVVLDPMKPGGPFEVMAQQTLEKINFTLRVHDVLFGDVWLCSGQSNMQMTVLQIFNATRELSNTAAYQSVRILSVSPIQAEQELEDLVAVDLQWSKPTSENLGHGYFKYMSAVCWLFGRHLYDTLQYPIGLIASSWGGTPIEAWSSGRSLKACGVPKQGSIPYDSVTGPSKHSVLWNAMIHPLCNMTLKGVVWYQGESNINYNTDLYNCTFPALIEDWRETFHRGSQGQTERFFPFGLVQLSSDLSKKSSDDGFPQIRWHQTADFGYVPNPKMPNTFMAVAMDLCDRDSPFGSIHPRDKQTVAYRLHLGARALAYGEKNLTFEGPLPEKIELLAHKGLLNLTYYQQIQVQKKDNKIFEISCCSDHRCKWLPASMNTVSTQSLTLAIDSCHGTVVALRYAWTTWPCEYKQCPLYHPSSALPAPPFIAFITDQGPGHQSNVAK
PRMT1 FP inh – PRMT1 methyltransferase inhibitors, primary screen, biochemical, fluorescence polarization; Protein arginine N-methyltransferase 1 (Homo sapiens), Q99873; recombinant PRMT1, activity-based probe fluorescence polarization; inhibition, % at 2.79 µM; 1.3% of 370,000 active; AID 652257, 2013;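 active means inhibition above about 21% made by adding two undisclosed values, limit read from the data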
Target sequence (Q99873 whole entry, looked up): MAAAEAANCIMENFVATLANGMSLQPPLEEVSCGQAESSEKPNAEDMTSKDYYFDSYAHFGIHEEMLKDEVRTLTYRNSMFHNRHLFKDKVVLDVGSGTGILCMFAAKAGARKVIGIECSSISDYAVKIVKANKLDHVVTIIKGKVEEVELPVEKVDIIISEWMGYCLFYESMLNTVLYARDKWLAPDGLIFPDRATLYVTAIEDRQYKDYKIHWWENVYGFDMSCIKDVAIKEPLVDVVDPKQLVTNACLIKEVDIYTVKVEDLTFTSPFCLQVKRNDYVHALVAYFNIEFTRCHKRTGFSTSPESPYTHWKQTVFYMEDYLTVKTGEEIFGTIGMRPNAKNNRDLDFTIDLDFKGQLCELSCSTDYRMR
TDP2 absorb – human TDP2 enzyme inhibitors, primary screen, biochemical, epi absorbance, recombinant enzyme. AID 720702, 2013. Tyrosyl-DNA phosphodiesterase 2 (Homo sapiens), O95551. 0.34% of 370,000 active. inhibition, % at 12.8 µM. T5PNP hydrolysis, p-nitrophenol absorbance 415 nm;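 active means inhibition above the mean of all tested compounds plus 3 SD, set per campaign, cut at about 25% in these data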;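 further: 0% = DMSO with enzyme and 100% = buffer with substrate but no TDP2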
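test system = human TDP2 enzyme | input = TDP2 enzyme at 120 nM final | medium = 50 mM Tris-HCl pH 7.5 with Mg2+, KCl, DTT, BSA | also added = T5PNP substrate, 5 mM | times = 2 h at 37 °C | technique = epi absorbance | benchmarks = high control without enzyme, low control DMSO plus TDP2 | replication = each compound tested once, singlicate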
HTRA1 inhibitor – HTRA1 serine protease inhibitors, primary screen, biochemical, fluorescence polarization, HTS. Q92743. recombinant HTRA1, FP-rhodamine activity-based probe. inhibition, % at 5.96 µM. 0.5% of 340,000 active. AID 504803, 2011; in the data active means inhibition above about 36%;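 further: 0% = enzyme with DMSO and 100% = wells lacking enzyme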
rCAG RNA binder – binders of r(CAG) RNA repeats, primary screen, biochemical, fluorescence; r(CAG) RNA repeat, TO-PRO-1 dye displacement fluorescence; inhibition, % at 3 µM; 1.3% of 370,000 active; AID 651821, 2012;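 active means inhibition above the plate cutoff, the mean of all test compounds on that plate plus 3 SD, cut at about 35% in these data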;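 further: 0% = DMSO alone and 100% = 100 µM mitoxantrone as full dye displacement; higher means more dye released from RNA so lower well fluorescence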
* hit, by the source's call; nt = not tested or not shown. Some of the compounds tested. The share of hits here may be higher or lower than overall.

SMILES	ABHD4 inh	PG9 binder	Rev-erbA mod	TCR-CD3 inh	LEDGF integ inh	SIAE primary	PRMT1 FP inh	TDP2 absorb	HTRA1 inhibitor	rCAG RNA binder
COc1cc2sc3ccc(C#CC4(O)CCCCC4)cc3c(=O)c2cc1OC	-24	1.0	-2	4	-1	-46	2	6	-49	7
O=C(COc1cccc2ccccc12)NCc1cccnc1	4	0.6	5	-2	-4	1	4	-2	-11	0
Fc1ccc2cc(CCO[C@H]3CCCCO3)ncc2c1	-1	-0.6	1	9	3	-3	-1	-2	18	-4
CC1Cc2ccccc2N1C(=S)NC(=O)c1ccco1 (configuration not stated)	0	-1.8	0	1	1	-5	0	7	7	0
COc1ccc(Nc2nc(N)c3ccccc3n2)c(OC)c1	4	-3.7	4	0	0	3	-1	-17	0	-2
CC(=O)c1ccc(N2CCN(C(=O)c3ccc(-c4ccccc4)cc3)CC2)cc1	-3	26*	6	3	1	1	-1	3	-1	2
NS(=O)(=O)c1ccc(CCNC(=O)CSc2cccs2)cc1	5	-2.1	2	-8	-1	-2	2	-5	2	0
Cc1nnc(SC(C)C(=O)c2c[nH]c3ccccc23)n1C1CC1 (configuration not stated)	-2	0.3	-4	7	-2	-6	0	3	-2	5
CCOc1ccc(N2CC(C(=O)Nc3ccccc3F)CC2=O)cc1 (configuration not stated)	-2	0.8	-5	-5	-4	6	2	-6	2	2
Cc1ccc(C)c(NC2=NCC(=O)N2C2CCCCC2)c1	-7	1.8	2	-10	-1	-3	5	-8	1	-3
COc1ccc(C(=O)NC(=S)N2CCNC(=O)C2)cc1Br	6	-0.5	-8	0	0	-2	5	6	1	5
COc1ccc(N2C(=O)C(CN3CCN(C)CC3)C2c2ccccc2)cc1 (configuration not stated)	-5	-2.1	2	0	4	3	-4	4	5	-8
COC(=O)C(CSCc1ccccc1)NC(=O)CCNC(=O)OCc1ccccc1 (configuration not stated)	8	1.0	4	3	0	-1	-1	-4	-10	-1
CC(=O)Nc1cc(-c2ccccc2)ccc1O	2	2.2	-3	-9	2	6	2	10	1	1
Cc1cc(C)n(C(=O)CN2C(=O)COc3ccccc32)n1	1	-0.4	0	-5	2	-3	-1	11	-5	-5
Cc1cc(C)cc(CC2CC(=O)N(c3cc(C)ccc3C)C2=O)c1 (configuration not stated)	3	0.0	3	4	-1	9	-5	9	-4	-7
COc1ccc2[nH]cc(CCNC(=S)NC3CCCC3)c2c1	3	-0.1	1	0	-1	-2	1	-10	0	-4
Oc1ccc(-c2csc(Nc3cccnc3)n2)cc1	8	-1.9	4	-1	2	1	-2	4	4	-1
Cc1ccc(NC(=O)c2ccc(NC(=O)c3ccccc3)cc2)cc1C	-1	0.1	-5	-5	1	-3	-1	18	-12	-3
N#Cc1c(C(F)(F)F)cc(C2CC2)nc1N1CCCC1	-1	-2.4	-2	0	1	5	-1	2	-1	1
CN(C)S(=O)(=O)c1cccc(NC(=O)Cn2cnc3ccccc3c2=O)c1	-1	-0.3	2	12	-1	10	-2	7	1	1
CCN=C1S/C(=C\c2cc(Cl)c(OC)c(OC)c2)C(=O)N1CC	7	-0.4	5	5	17*	1	5	4	9	12
COc1cccc(C2/C(=C(/O)c3cnn(-c4ccccc4)c3C)C(=O)C(=O)N2CCN(C)C)c1 (configuration not stated)	0	3.0	-3	4	-6	-3	0	8	3	-1
Cc1ccc(C(OCC(O)CNC(C)c2ccccc2)c2ccccc2)cc1 (configuration not stated)	6	-0.1	-2	-1	2	2	-4	-4	-9	-3
O=[N+]([O-])c1ccc(N/N=C2\CC3CC=CC23)cc1 (configuration not stated)	1	-1.4	6	4	6	-1	-4	-3	-19	2
O=C(Nn1cnnc1)c1ccc(F)cc1	1	-2.4	-2	-2	1	1	-2	4	1	-5
CCNC(=O)NCc1c(C)c(C)n(Cc2ccccc2)c1-n1cccc1	-2	0.7	0	-7	-3	4	6	10	-10	-4
COc1ccc2c(C)cc(SCC(=O)c3ccc4c(c3)OCO4)nc2c1	-7	-1.2	3	-3	-2	-6	-2	5	-24	14
CC(C)C(=O)Nc1c2c(nn1-c1ccc(F)cc1)CS(=O)(=O)C2	0	-0.8	-3	1	-6	-3	0	-13	-4	2
COC(=O)C1=C(C)N(Cc2ccc(Br)cc2)C(=S)NC1c1cccc(OC)c1 (configuration not stated)	-22	1.3	-1	-3	0	-11	2	4	nt	4
C#CCOCCOCCOCCNc1nc(N2CCN(C(=O)C([C@@H](C)CC)n3cc(C(N)Cc4ccc(O)cc4)nn3)CC2)nc(N2CCN(C(=O)[C@H](CCC(=O)O)n3cc(C(N)CC(C)C)nn3)CC2)n1 (some centres not stated)	10	-2.2	0	0	-1	8	2	10	-2	-8
OC(c1cccc(CN2CCCCC2)c1)c1ncc(-c2cccc3ccccc23)[nH]1 (configuration not stated)	-2	0.4	3	-2	-1	-3	-3	-9	nt	6
COCCn1c(N)c(C(=O)NS(=O)(=O)c2ccc(C)cc2)c(=O)[nH]c1=O	-9	1.1	-5	-12	2	1	-5	-25	4	1
COc1cc(C2C3=C(CCCC3=O)Nc3[nH]n(-c4ccccc4)c(=O)c32)ccc1OC(C)=O (configuration not stated)	8	-7.1	0	-3	0	6	2	5	-1	17
COc1ccc(C(=O)Nn2c(C)nc3ccccc3c2=O)cc1	-9	-0.3	-1	-1	-9	-1	11	-12	-3	-1
Cc1ccc(S(=O)(=O)N2CCC(C)CC2)cc1	-1	-2.8	-3	2	-6	-9	1	6	1	-1
CC(O)c1ccc2c(c1)OCCOCCN(C)CCOCCO2 (configuration not stated)	5	-2.3	-1	9	-6	-1	-3	-3	3	-1
Cn1cc(-c2csc(C(O)c3ccc(F)c(F)c3)n2)cn1 (configuration not stated)	4	-0.4	-5	-3	4	-3	3	-1	nt	1
COC(=O)c1nc[nH]c1[N+](=O)[O-]	1	0.0	-2	7	-3	-4	0	1	-4	3
COCCNC(=O)CSc1ccc(Cl)cc1	2	1.4	-3	2	-2	2	-2	1	9	2
Cc1cc(Cl)ccc1Oc1nccc(N(C)C)c1C#N	-4	-0.5	1	1	-1	-2	-2	-3	-3	-6
COc1ccc(-c2cc(C(F)(F)F)n3ncc(C(=O)N(C)Cc4ccccc4)c3n2)cc1	2	0.1	0	4	-1	1	-1	-2	nt	-2
CC(C)C(C(=O)Nc1sc2c(c1C#N)CCCCC2)N1C(=O)c2ccccc2C1=O (configuration not stated)	0	-0.6	1	-1	-1	-4	0	6	-7	11
COc1ccc(C(=O)NCc2ccc3c(c2)cc(C)n3C)cc1OC	17	1.1	1	8	-3	-2	24*	-7	12	5
CCCCN(CC)CCNC(=O)c1cc2c(=O)n(C)c3ccccc3c2n1C	0	-0.1	6	7	-3	4	-5	3	-2	5
CCOC1=C2[C@@H](CN(S(=O)(=O)c3ccc(C)cc3)[C@H]2c2cccc3ccccc23)[C@H]2C(=O)N(C)C(=O)[C@H]2C1	-5	-0.7	-7	0	0	-4	0	-1	nt	7
Cc1ncc([N+](=O)[O-])n1CCOC(=O)NC(Nc1ccc(F)cc1)C(Cl)(Cl)Cl (configuration not stated)	1	1.6	0	0	2	-2	1	-14	-11	5
CCc1ccccc1N/N=C(/C)c1c(O)cc(C)oc1=O	5	-0.8	2	3	-1	4	-1	2	14	-1
O=C(Nc1ccccc1)c1ccc(Br)c(S(=O)(=O)Nc2cccnc2)c1	4	-1.5	-5	9	0	-3	-2	8	3	7
CC(C)C(=O)N1CCCC1(C)C(=O)Nc1ccc(-n2cncn2)cc1 (configuration not stated)	2	-0.3	2	-4	2	-5	-2	0	nt	3
CCOC(=O)CNC(=O)Cn1cnc2c(nnn2-c2cccc(Cl)c2)c1=O	1	-1.6	-3	2	1	-13	1	-5	9	4
CCCCN1CC(=O)N2[C@H](c3ccc(OC)cc3)[C@@H]3C(=O)N(CC)C(=O)[C@@H]3[C@]2(Cc2ccccc2)C1=O	3	0.9	-2	10	0	4	-3	-1	3	-4
c1csc(CNc2nc(Oc3ccncc3)c3sccc3n2)c1	-10	-1.3	-2	-4	3	-1	7	-3	nt	0
COCCn1c(SCC(=O)Nc2ccc(C(C)=O)cc2)nc2c([nH]c3ccccc32)c1=O	0	1.8	0	-2	-1	0	3	2	2	4
CCOC(=O)C1(CCOc2ccccc2)CCN(Cc2ccc(OCCO)cc2)CC1	-8	0.0	8	-1	8	8	-3	-10	-1	-6
CC1CCCc2sc3ncn(N)c(=N)c3c21 (configuration not stated)	7	-0.9	0	-7	-3	4	-4	1	12	1
COc1ccc(C)cc1S(=O)(=O)NCC(c1cccnc1)N1CCc2ccccc2C1 (configuration not stated)	-1	-0.6	-1	2	2	3	-3	2	-5	-5
O=C(CN(Cc1ccc(F)cc1)C(=O)CCC(=O)Nc1ccccn1)NCc1ccco1	-1	-0.8	-2	-6	-1	0	2	1	1	-7
COc1cc(/C=C(/C#N)c2ccc(F)cc2)ccc1OCc1ccc(C(=O)O)o1	10	-1.2	5	3	-2	-12	3	10	-37	52*
O=C(Cc1nnc(NC(=O)Nc2ccc(F)cc2)s1)Nc1ccccc1	-17	-1.9	8	3	-1	-31	5	-6	-10	38*
CCOC(=O)/C=C/C(=O)Nc1ccc(S(=O)(=O)N2CCCCCC2)cc1	-5	-0.1	-2	-4	1	-10	2	2	-9	4
O=C(NC1CC1)C1=C[C@H](c2ccc(C(F)(F)F)cc2)C[C@H](OCc2ccc(CO)cc2)O1	3	0.7	-6	6	2	-2	1	-4	-18	-8

Some of these compounds in order of heavy-atom count, smallest number first:
SMILES	ABHD4 inh	PG9 binder	Rev-erbA mod	TCR-CD3 inh	LEDGF integ inh	SIAE primary	PRMT1 FP inh	TDP2 absorb	HTRA1 inhibitor	rCAG RNA binder
CCc1ccccc1N/N=C(/C)c1c(O)cc(C)oc1=O	5	-0.8	2	3	-1	4	-1	2	14	-1
CC(C)C(=O)N1CCCC1(C)C(=O)Nc1ccc(-n2cncn2)cc1 (configuration not stated)	2	-0.3	2	-4	2	-5	-2	0	nt	3
Cc1ncc([N+](=O)[O-])n1CCOC(=O)NC(Nc1ccc(F)cc1)C(Cl)(Cl)Cl (configuration not stated)	1	1.6	0	0	2	-2	1	-14	-11	5
